E-sel inducer = E-selectin induction in HUVECs, primary screen, imaging, HUVEC, immunofluorescence imaging, single point | P16581 | normalized: neutral wells 0, TNF-alpha wells 100 | activation, % at 7.58 µM | 260,000 compounds, 0.37% hits;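 active = mean E-selectin-positive cell signal at least 10% of the positive control, reached in at least 60% of replicates, without over 20% cell loss; inconclusive = no rule given, readout overlaps actives, possibly toxicity-flagged; inactive = the rest, including those meeting only one limit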;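 note: in these data hits start at about 27%; measured in HUVEC primary endothelial cells; signal is the percent of cells scored E-selectin positive by PE staining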
Target sequence (P16581 whole entry, looked up): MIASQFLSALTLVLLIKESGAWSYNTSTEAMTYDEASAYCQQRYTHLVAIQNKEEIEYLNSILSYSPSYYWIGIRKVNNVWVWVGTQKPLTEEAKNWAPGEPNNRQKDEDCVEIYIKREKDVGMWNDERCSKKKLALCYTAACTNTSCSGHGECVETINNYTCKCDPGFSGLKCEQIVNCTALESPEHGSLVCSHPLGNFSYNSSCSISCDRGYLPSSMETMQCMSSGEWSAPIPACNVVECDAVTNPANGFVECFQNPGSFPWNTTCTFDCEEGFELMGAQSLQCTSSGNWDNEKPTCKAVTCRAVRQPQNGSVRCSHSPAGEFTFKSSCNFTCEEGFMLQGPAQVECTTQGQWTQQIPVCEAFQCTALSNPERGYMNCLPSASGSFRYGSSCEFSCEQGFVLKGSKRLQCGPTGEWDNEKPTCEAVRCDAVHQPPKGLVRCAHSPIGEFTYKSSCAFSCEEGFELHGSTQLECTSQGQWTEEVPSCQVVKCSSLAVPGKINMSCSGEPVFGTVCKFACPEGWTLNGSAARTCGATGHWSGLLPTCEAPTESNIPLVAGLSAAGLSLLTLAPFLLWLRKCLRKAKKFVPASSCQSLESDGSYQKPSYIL
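Assay system: HUVEC, human umbilical vein endothelial cells / Amount: 3,000 HUVEC/well / Controls: TNF-alpha positive control, DMSO neutral control / Compound dosing: single concentration / Medium: EGM-2 over gelatin coat / Evaluation: percent E-selectin-positive cells / Signal: immunofluorescence imaging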
PglD DTNB = C. jejuni PglD acetyltransferase inhibitors, primary screen, biochemical, DTNB colorimetric, single point | 360,000 compounds, 0.098% hits | inhibition, % at 12.5 µM | purified PglD enzyme, DTNB colorimetric CoA detection | UDP-N-acetylbacillosamine N-acetyltransferase PglD (Campylobacter jejuni) | AID 602405, 2012; in the data active = inhibition above about 16%, passing the limit was not always enough; inconclusive = no clear call, values can overlap the other calls; note: strong numbers were not always called active
SIRT5 inh = SIRT5 desuccinylase inhibitors, primary screen, biochemical, fluorescence imaging, single point, set 5; Purified SirT5, succinyl-peptide AMC, trypsin-coupled fluorescence; inhibition, % at 15 µM; 330,000 compounds, 1.1% hits; in the data active = inhibition above about 15%; inconclusive = no clear call, values can overlap the other calls
C2C12 statin = suppressors of statin myotoxicity in C2C12 myotubes, primary screen, cell-based, single point, plate reader; rescue of ATP level, % at 7.49 µM; C2C12 myotubes + simvastatin, ATP luminescence, 48 h; scaled: DMSO 0, geranylgeraniol control 100; 330,000 compounds, 0.78% hits;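 active = mean ATP rescue above about 67%, or every replicate alone reaching that limit, limit read from the data, passing the limit was not always enough; inconclusive = no clear call, values can overlap the other calls; inactive = mean under the limit and some replicate under it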;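 note: myotubes were challenged with 10 µM simvastatin during compound exposure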
DENV2 CPE = inhibitors of DENV2 cytopathic effect, primary screen, cell-based, plate reader, single concentration. DENV2-infected cells, cytopathic effect rescue. CPE inhibition, % at 9.99 µM. 350,000 compounds, 1.7% hits. AID 651640, 2012; in the data active = CPE inhibition above about 20%, passing the limit was not always enough; inconclusive = no clear call, values can overlap the other calls; tested in BHK-21 cells;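 note: 0% = median of neutral control wells and 100% = median of positive control wells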
S100A4 MyoIIA = inhibitors of S100A4-myosin IIA peptide binding, primary screen, biochemical, fluorescence polarization, TAMRA-MyoIIA peptide. 360,000 compounds, 0.14% hits. inhibition, % at 10.7 µM. Protein S100-A4 (Homo sapiens), P26447;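 active = mean inhibition of at least 70% across replicates, with every replicate also reaching that level; inconclusive = mean inhibition reaches 70% but some replicates fall short; inactive = mean inhibition below 70%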
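Material: S100A4 monomer protein / Buffer or medium: 50 mM HEPES pH 7.2, 10 mM CaCl2, 100 mM KCl / Times: 5 min incubation before reading / Benchmarks: neutral control DMSO, positive control TFP / Reagent: labelled myosin peptide probe, 5 nM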
ERp5 inh = inhibitors of ERp5-driven insulin aggregation, primary screen, biochemical, turbidity, absorbance 650 nm, single point | AID 651711, 2012 | 90 min | 350,000 compounds, 0.05% hits | inhibition, % at 9.99 µM;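 active = mean replicate inhibition above about 25%, with every replicate also reaching it, limit read from the data, passing the limit was not always enough; inconclusive = only one of those two criteria met; inactive = neither criterion met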
Target sequence (Q15084 whole entry, looked up): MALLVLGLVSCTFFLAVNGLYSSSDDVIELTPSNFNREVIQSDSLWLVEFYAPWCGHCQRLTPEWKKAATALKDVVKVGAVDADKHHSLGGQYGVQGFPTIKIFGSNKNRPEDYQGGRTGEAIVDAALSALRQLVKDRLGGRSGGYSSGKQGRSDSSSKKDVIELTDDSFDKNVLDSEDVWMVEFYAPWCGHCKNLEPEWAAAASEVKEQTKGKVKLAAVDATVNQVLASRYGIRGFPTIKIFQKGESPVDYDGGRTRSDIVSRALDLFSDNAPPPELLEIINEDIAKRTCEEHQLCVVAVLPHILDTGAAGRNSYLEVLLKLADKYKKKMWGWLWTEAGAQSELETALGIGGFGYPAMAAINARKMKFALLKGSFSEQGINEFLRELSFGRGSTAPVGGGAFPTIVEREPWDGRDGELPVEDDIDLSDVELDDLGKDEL
Active calls of the source: *; ? = inconclusive; / = no result given; & = joins results of further samples. This is a subset; rates above refer to the full screens.

SMILES	E-sel inducer	PglD DTNB	SIRT5 inh	C2C12 statin	DENV2 CPE	S100A4 MyoIIA	ERp5 inh
COC(=O)[C@]12C[C@H](CC(=O)N3CCN(C(=O)c4ccco4)CC3)C(=O)N(CCC3=CCCCC3)C1=C[C@H](COCc1ccccc1)O[C@@H]2C	-0.1	/	/	/	7	2	-3
Cc1cc(N2C(=O)C(O)=C(C(=O)c3ccco3)C2c2cccc(Oc3ccccc3)c2)no1 (centres undefined)	0.0	-2	12	0	-8	12	4
CCCCn1c(N)c(N(CCC(C)C)C(=O)CSc2nc3ccccc3s2)c(=O)[nH]c1=O	0.3	2	-1	2	-26	-3	1
Cc1noc(C)c1S(=O)(=O)Nc1ccc2c(c1)C(=O)N([C@H](C)CO)C[C@H](C)[C@@H](CN(C)Cc1ccc3c(c1)OCO3)O2	1.5	-1	4	3	9	1	2
COc1ccc(CNC(=O)C[C@@H]2C=C[C@H](NC(=O)c3ccc4c(c3)OCO4)[C@H](CO)O2)cc1	-0.4	-2	-1	11	7	4	1
CN(C)CC(=O)Nc1ccc2c(c1)[C@@H]1C[C@@H](CC(=O)NCc3ccncc3)O[C@H](CO)[C@@H]1O2	0.5	-5	-3	9	2	8	-7
C[C@@H]1CCCCO[C@@H](CN(C)S(=O)(=O)c2cccs2)[C@H](C)CN([C@H](C)CO)C(=O)c2cc(NS(=O)(=O)c3ccc(Cl)cc3)ccc2O1	/	1	2	/	6	-15	-2
Cc1ccc2nc(NCCc3ccccc3)c3nncn3c2c1	-0.1	-2	-1	24	-2	-2	-2
COc1cccc(OCc2cc(C(=O)NC3CCOCC3)no2)c1	0.6	-2	-1	-12	13	4	1
CC(=O)COc1ccc(-c2csnn2)cc1	/	/	-12	/	0	-2	2
c1ccc(-c2ccc(C3CCCN3)cc2)cc1 (centres undefined)	-0.1	-2	-6	6	15	-17	7
Cc1cccc(N2CCN(C(=O)c3cc(=O)[nH]c4ccccc34)CC2)c1C	5.7	/	-5	/	0	1	5
Cc1ccc(S(=O)(=O)Nc2ccc3c(c2)C(=O)N([C@H](C)CO)C[C@@H](C)[C@H](CN(C)CC2CC2)O3)cc1	-26	0	-3	-4	-2	-4	-2
CC(C)n1cnc2c(NCc3ccc(S(N)(=O)=O)cc3)nc(NCc3ccc(S(N)(=O)=O)cc3)nc21	-0.1	-3	/	4	-1	13	-3
O=C(O)C(C/C(=N/O)c1ccc(Br)cc1)P(=O)(c1ccccc1)c1ccccc1 (centres undefined)	/	7	-3	/	0	20	3
CC(=O)NNc1cc(N2CCOCC2)nc(N2CCOCC2)n1	/	0	-1	-8	-8	19	1
CCOC(=O)C1=C(C)N(C)C(=S)NC1c1ccc(Cl)cc1Cl (centres undefined)	-0.1	/	-2	-10	-3	-2	0
Cn1c(N)c(C(=O)COC(=O)c2ccc(OC(F)F)cc2)c(=O)n(C)c1=O	-0.5	2	-5	8	-3	-3	-2
Cc1cc(C)c(S(=O)(=O)Nc2c(C)[nH]c(=O)[nH]c2=O)c(C)c1	/	5	1	-11	-4	-2	-3
CN1CCN(CCC(=O)N/N=C/c2ccccn2)CC1	/	1	1	0	2	-2	2

Retrieved by structure from above, 5 records:
SMILES	E-sel inducer	PglD DTNB	SIRT5 inh	C2C12 statin	DENV2 CPE	S100A4 MyoIIA	ERp5 inh
O=C(O)C(C/C(=N/O)c1ccc(Br)cc1)P(=O)(c1ccccc1)c1ccccc1 (centres undefined)	/	7	-3	/	0	20	3
CC(=O)NNc1cc(N2CCOCC2)nc(N2CCOCC2)n1	/	0	-1	-8	-8	19	1
CN1CCN(CCC(=O)N/N=C/c2ccccn2)CC1	/	1	1	0	2	-2	2
CCOC(=O)C1=C(C)N(C)C(=S)NC1c1ccc(Cl)cc1Cl (centres undefined)	-0.1	/	-2	-10	-3	-2	0
Cc1cccc(N2CCN(C(=O)c3cc(=O)[nH]c4ccccc34)CC2)c1C	5.7	/	-5	/	0	1	5

(next part)
SMILES	E-sel inducer	PglD DTNB	SIRT5 inh	C2C12 statin	DENV2 CPE	S100A4 MyoIIA	ERp5 inh
O=C(COC(=O)c1ccc(Cl)cc1[N+](=O)[O-])NCc1ccco1	/	2	-1	-13	-5	4	-1
CC(C)OC(=O)c1ccc(NC(=S)NC(=O)c2cncc(Br)c2)cc1	-1.7	-1	-3	-40	2	-8	-1
CCCS(=O)(=O)c1nc(S(=O)(=O)c2ccc(C)cc2)c(NCCCn2ccnc2)s1	/	-1	-1	1	0	-1	3
Cc1cc2ccccn2c1C(=O)c1ccc([N+](=O)[O-])cc1[N+](=O)[O-]	26	3	-3	15	-2	-4	-2
COc1ccc(C(=O)NCC(=O)OCC(=O)NC2CCCC2)cc1	/	/	-4	/	0	0	0
CO[C@H]1CN(C)C(=O)c2ccc(NS(=O)(=O)c3cccc(F)c3)cc2OC[C@@H](C)NC[C@H]1C	1.2	3	3	-26	-6	0	8
O=C(Cc1ccncc1)NCC[C@H]1CC[C@@H](NC(=O)C2CCCCC2)[C@H](CO)O1	1.3	2	0	2	1	-2	13
Cc1cc(OCC(=O)N2CCN(c3ncccn3)CC2)ccc1Cl	-0.5	-1	-2	22	-8	-3	0
C[C@H]1CN([C@@H](C)CO)C(=O)c2cccc(NS(=O)(=O)c3ccc(F)cc3)c2O[C@H]1CN(C)Cc1ccc(Cl)c(Cl)c1	0.0&-0.1	-2&0	6	39&-15	0&-10	1&-10	9&2
O=C(COC(=O)c1ccc(Cl)c(S(=O)(=O)N2CCOCC2)c1)Nc1ccc2[nH]c(=O)[nH]c2c1	/	1	-4	5	?	0	-1
CCCN(C)C[C@@H]1Oc2cc(C#CC3(O)CCCC3)ccc2S(=O)(=O)N([C@@H](C)CO)C[C@@H]1C	0.0	0	0	4	?	10	-1
O=C(Nc1ccc(S(=O)(=O)Nc2ncccn2)cc1)c1ccccc1	/	-4	-2	20	-5	5	-3
CCC(=O)N1[C@@H]2c3cccc(=O)n3C[C@@H]2[C@@H](CO)[C@@H]1C(=O)NCC1CC1	-1.0	2	-15	-7	4	1	1
C[C@@H](NC(=O)C[C@@H]1CC[C@H]2[C@@H](COc3ccc(NS(=O)(=O)c4ccc(Cl)cc4)cc3C(=O)N2C)O1)c1ccccc1	-0.1	-1	0	-19	-3	-55	-1
CCOc1ccc(N(CC(=O)NCc2ccc(F)cc2)S(=O)(=O)c2c(C)noc2C)cc1	/	-4	/	13	7	-3	-1
N#Cc1c(-c2ccccc2)nc2n1CCS2	/	/	-5	/	/	-22	0
COc1ccc(CNC(=O)c2nn(-c3ccccc3)cc2OC)cc1	/	1	-6	-3	3	21	1
Cc1ccc(C(=O)NCC(=O)OCC(=O)Nc2cc(C)c(C)cc2[N+](=O)[O-])cc1	/	-1	-5	-3	2	2	-8
Cc1ccc(-n2c(SCC(N)=O)nnc2-c2ccco2)cc1	/	-1	0	2	-6	2	-2
O=C(C[C@H]1C[C@@H]2c3cc(NC(=O)C4CCC4)ccc3O[C@@H]2[C@H](CO)O1)NCc1ccc2c(c1)OCO2	-0.4	0	6	4	0	26	-2
C[C@H]1CN([C@@H](C)CO)C(=O)Cc2cc(N(C)C)ccc2O[C@H]1CN(C)C	-8.0	-1	3	7	-9	-1	-4
CC(=O)Nc1cccc2ccc(O)cc12	-2.8	/	4	-2	-4	9	-2
C[C@@H]1CCCCO[C@@H](CN(C)Cc2ccc(C(=O)O)cc2)[C@@H](C)CN([C@H](C)CO)C(=O)c2cc(NC(=O)Nc3cccc4ccccc34)ccc2O1	0.1	6	2	/	6	7	-6
COc1ccccc1N1CCN(C(=O)c2cc3c(C)nc4ccccc4c3o2)CC1	/	-3	3	-59	7	2	-1
C[C@@H]1CCCCO[C@H](CN(C)C(=O)NC2CCCCC2)[C@@H](C)CN([C@H](C)CO)C(=O)c2cc(NC(=O)c3ccncc3)ccc2O1	-0.1	-2	10	/	13	19	1
O=[N+]([O-])c1cc(/C=N/N2CCN(c3ccccc3)CC2)ccc1Cl	/	-4	-4	/	-15	6	0
COc1ccc(NC(=O)c2cc(-c3ccc(C)cc3O)n[nH]2)c(OC)c1	0.5	-2	-1	-2	-2	-1	3
O=C(c1[nH]c(C(F)(F)F)nc1-c1ccccc1)N1CCN(c2ccccc2)CC1	1.6	-2	-6	-52	2	-3	4
COC(=O)c1c(NC2=NS(=O)(=O)c3ccccc32)sc2c1CCC(C(C)(C)C)C2 (centres undefined)	0.5	-2	3	-22	4	-3	-1
CCOC(=O)Cc1csc(NC(=O)c2c(O)c3ccccc3n(CC(C)C)c2=O)n1	/	5	2	-16	-2	-2	3
COc1ccc(Cc2c(-c3ccc(F)cc3)nc3c4ccccc4ccn23)c(C)c1	-0.1	0	/	-5	-2	3	3
O=C(CS(=O)(=O)c1ccc(F)cc1)Nc1nnc(-c2cccs2)o1	-3.3	/	3	1	5	0	-4
CN(C)C(=O)[C@H]1[C@H](CO)[C@H]2Cn3c(ccc(C4=CCCCC4)c3=O)[C@@H]1N2Cc1ccncc1	-0.2	0	-30	11	36*	2	5
COc1cccc(CNC(=O)c2ccc(Cl)c(S(=O)(=O)N3CCOCC3)c2)c1	-1.0	-3	-3	-1	-2	-2	6
O=C1c2ccccc2C(Nc2cccnc2)N1Cc1ccccc1Cl (centres undefined)	0.0	3	8	12	7	3	2
COc1ccc(-n2nc(C(=O)NCC(=O)NCCCN3CC(C)CC(C)C3)c3ccccc3c2=O)cc1 (centres undefined)	-0.1	3	2	-6	-5	-4	-2
O=C(Cc1cccc(C(F)(F)F)c1)Nc1ccc(S(=O)(=O)N2CCCC2)cc1	1.0	5	1	0	79*	-6	-1
O=C(CCNS(=O)(=O)c1ccccc1)N1CCN(c2ccccc2F)CC1	0.3	6	-1	/	?	0	4
O=C1C=C(OCCF)CC(c2ccc(Br)cc2)O1 (centres undefined)	0.2	/	1	/	-4	0	4
COc1cc(C2C(C#N)=C(N)OC3=C2C(=O)CCC3)cc2c1OCO2 (centres undefined)	/	3	-3	9	1	-5	-1
C[C@H]1CN([C@@H](C)CO)C(=O)c2cc(NC(=O)CCN3CCOCC3)ccc2O[C@@H]1CN(C)C	/	3	2	7	3	4	-5
COc1ccccc1NS(=O)(=O)c1ccc(C(=O)N2CCCC(C(F)(F)F)C2)cc1 (centres undefined)	/	3	-2	-5	?	9	5
CO[C@H]1CN(C)C(=O)c2ccc(NC(=O)NC(C)C)cc2OC[C@@H](C)N(Cc2ccc(-c3ccccn3)cc2)C[C@H]1C	1.3	-4	/	5	0	-1	-6
CCOC(=O)C1C(=O)CC(C)(O)C(C(=O)OCC)C1c1ccc(SC)cc1 (centres undefined)	0.1	-1	-2	1	-4	9	1
O=C(C[C@@H]1C=C[C@@H](NS(=O)(=O)c2ccc(F)cc2)[C@@H](CO)O1)NCc1ccncn1	-0.1	0	-1	-4	11	1	-1
Cc1ccc(S(=O)(=O)Nc2cccc3c2O[C@H](CN(C)S(C)(=O)=O)[C@H](C)CN([C@H](C)CO)C3=O)cc1	2.3	0	2	-17	3	4	3
Cc1noc(C)c1NC(=O)N(C)C[C@H]1Oc2ccc(NC(=O)Nc3cccc4ccccc34)cc2CC(=O)N([C@@H](C)CO)C[C@H]1C	0.1	-2	-1	12	9	-6	-3
N#C[C@@H]1[C@@H](c2ccc(-c3ccncc3)cc2)[C@@H](CO)N1C(=O)Cc1ccccc1	1.6	-3	-4	-11	3	16	5
